GLP-1R agonist: agonists of human GLP-1 receptor; AID 624172; actives 0.007% (n = 380,000); P43220; Potency, µM (highest dose often 45.6 µM), inactives show top-dose activation, usual class: activators; HEK293 GLP-1R CRE-luciferase, luminescence, 4-6 h; cells express a hypersensitive GLP-1R form; also: potency is read from the fitted curve at half-maximal effect; % of control where 0% means no effect
KB-V1 cytotox: KB-V1 MDR subline cytotoxicity; AID 1347076; Potency, µM (top dose mostly 46.1 µM), inactives show at the highest dose activity change, negative = cytotoxicity, most hits filed as cytotoxic; KB-V1 MDR cells viability, CellTiter-Glo, 72 h; actives 3.4% (n = 400,000); also: potency is read from the fitted curve at half-maximal effect; % is scaled to controls: 0 for no effect and ±100 for the full control effect; nearly all actives have a fitted effect of over 60% in size
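Cytotoxicity toward P-gp-expressing KB-V1 cells was determined as loss of CellTiter-Glo luminescence after 72 h at 37 degrees C. Compounds were tested in quantitative HTS format across a concentration range, with curves fitted to normalized data.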
DRD3 agonist: D3 dopamine receptor (human) agonism; P35462; D3R DiscoveRx beta-arrestin cells, luminescence, 90 min; max activation, %; actives 0.58% (n = 410,000); AID 652048; in the data active = max activation above about 30%; also: 0% is about no effect; mostly tested at two doses, the higher about 12 µM
Target sequence (P35462 whole entry, looked up): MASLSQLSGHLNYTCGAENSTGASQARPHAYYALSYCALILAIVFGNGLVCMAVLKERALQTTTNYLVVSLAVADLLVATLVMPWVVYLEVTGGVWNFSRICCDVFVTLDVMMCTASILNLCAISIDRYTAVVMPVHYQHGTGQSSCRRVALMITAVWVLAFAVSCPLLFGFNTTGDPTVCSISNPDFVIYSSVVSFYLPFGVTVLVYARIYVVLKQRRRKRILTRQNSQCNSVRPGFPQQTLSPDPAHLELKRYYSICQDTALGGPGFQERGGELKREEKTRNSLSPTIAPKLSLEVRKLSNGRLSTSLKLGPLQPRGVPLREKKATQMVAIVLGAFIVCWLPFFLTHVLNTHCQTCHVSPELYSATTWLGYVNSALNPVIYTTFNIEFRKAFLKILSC
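Agonist mode: compounds and dopamine controls were applied to plated cells for 90 min at 37 degrees C after an overnight attachment at 1500 cells/well. Luminescent read-out followed 30 - 60 minutes at room temperature with DiscoveRx detection reagent.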
GLP-1R inv ag: GLP-1 receptor (human) inverse agonism; HEK293 GLP-1R CRE-luciferase, luminescence, 24 h; GLP-1R form is constitutively active; actives 1.6% (n = 410,000); Potency, µM (highest dose often 38.3 µM), without a hit: at the highest dose activity change, negative = inhibition, actives largely listed as inhibitors; P43220; also: potency is read from the fitted curve at half-maximal effect; % is scaled to controls: 0 for no effect and ±100 for the full control effect; nearly all actives have a fitted effect of over 55% in size
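Constitutively active GLP-1R drives a cAMP-responsive luciferase in stably transfected HEK293 cells; test compounds are added after overnight (12 h) attachment and left 24 hr, and signal loss in luminescence marks inhibition.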
DRD3 antagonist: blocks the human D3 dopamine receptor; D3R cells, DiscoveRx beta-arrestin luminescence, antagonist mode; active compounds read low; actives 2.5% (n = 360,000); P35462; max response, negative = inhibition, %; in the data active = max response below about -50%; inconclusive = no clear call, values can overlap the other calls; also: % is scaled to controls: 0 for no effect and ±100 for the full control effect; mostly tested at two doses, the higher about 12 µM
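Cells expressing the human receptor were seeded at 1500 cells/well, incubated overnight at 37 degrees C in 5% CO2, then exposed to library compounds with dopamine controls for 90 minutes at 37 degrees C before luminescent detection.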
aSyn rescue: inhibitors of alpha-synuclein toxicity in yeast. Yeast expressing alpha-synuclein, growth rescue, BacTiter-Glo, 24 h. Potency, µM (top dose mostly 46.1 µM), inactives show top-dose growth rescue (activation), actives largely listed as activators. actives 0.14% (n = 370,000). AID 652106; also: potency is read from the fitted curve at half-maximal effect; % of control where 0% means no effect; nearly all actives have a fitted effect of over 65% in size
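Galactose-induced alpha-syn yeast (OD600=0.02, raffinose-pregrown) + pinned cpd, 24 hr, 30 deg C; growth by BacTiter-Glo luminescence. Growth restoration scores as activation.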
PTHR1 ag: agonists of human PTHR1 parathyroid hormone receptor | AID 743266 | actives 0.075% (n = 410,000) | Potency, µM (titrated, usually from 115 µM), for the others: at the top dose activation, most hits filed as activators | Q03431 | HEK293 GP2 PTHR1 cells, GloSensor cAMP luminescence, 1 h; also: potency is read from the fitted curve at half-maximal effect; nearly all actives have a fitted effect of over 55% in size; some results filed as inactive show a strong effect at the top dose; inactives centre near -15; many of its hits are not listed in these tables
Target sequence (Q03431 whole entry, looked up): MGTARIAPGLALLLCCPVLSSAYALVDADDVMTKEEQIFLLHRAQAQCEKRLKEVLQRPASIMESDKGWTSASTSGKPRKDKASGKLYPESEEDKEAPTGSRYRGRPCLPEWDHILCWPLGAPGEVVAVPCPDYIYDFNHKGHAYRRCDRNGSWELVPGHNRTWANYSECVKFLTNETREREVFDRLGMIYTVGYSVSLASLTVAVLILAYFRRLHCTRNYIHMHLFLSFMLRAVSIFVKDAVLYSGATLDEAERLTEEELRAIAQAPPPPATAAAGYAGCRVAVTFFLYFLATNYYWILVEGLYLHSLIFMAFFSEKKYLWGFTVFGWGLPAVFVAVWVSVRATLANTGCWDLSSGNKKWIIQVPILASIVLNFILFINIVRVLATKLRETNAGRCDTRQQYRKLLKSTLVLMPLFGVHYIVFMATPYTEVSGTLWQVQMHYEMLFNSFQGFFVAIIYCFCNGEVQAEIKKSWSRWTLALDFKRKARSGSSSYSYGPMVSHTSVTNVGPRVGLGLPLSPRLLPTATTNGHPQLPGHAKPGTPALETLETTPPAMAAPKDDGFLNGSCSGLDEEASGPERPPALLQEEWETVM
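HEK-293-derived GP2 cells expressing PTHR1 and a GloSensor cAMP reporter, 3,000/well, plated overnight, given luciferin plus IBMX (each 0.5 mM as added) for 1 h at 37 °C, then compound for 1 h at 37 °C. Luminescence was read after 15 min at room temperature.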
TDP-43 yeast inh: inhibitors of TDP-43 toxicity in yeast | TDP-43 expressing yeast growth rescue, BacTiter-Glo, 24 h | Potency, µM (doses to about 46.1 µM), inactives show at the top dose growth rescue (activation), actives largely listed as activators | actives 1.8% (n = 410,000); also: potency is read from the fitted curve at half-maximal effect; % of control where 0% means no effect; nearly all actives have a fitted effect of over 50% in size
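Yeast expressing TDP-43 (pregrown in raffinose, seeded at OD600=0.02 in galactose medium) exposed to compounds 24 hr at 30 deg C. Growth read by BacTiter-Glo luminescence; rescue of toxicity appears as increased signal.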
GLP1R cytotox: cytotoxicity in counter-screen for GLP-1R inverse agonists. AID 624418. HEK293 cAMP-luciferase reporter cells, luminescence, 24 h. actives 0.13% (n = 410,000). Potency, µM (top dose mostly 38.3 µM), for the others: at the highest dose activity change, negative = inhibition, most hits filed as inhibitors;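 also: loss of luciferase light is scored as toxicity; potency is read from the fitted curve at half-maximal effect; % is scaled to controls: 0 for no effect and ±100 for the full control effect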
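Luminescence readout: signal drop marks cytotoxicity. Plated cells grew 12 h at 37 °C, 5% CO2, received 23 nL compound for 24 h, then got luciferase reagent, read after 12 min at RT.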
An asterisk follows results filed as active; i = inactive; ? = inconclusive; nt = not tested or not shown; & = joins results of further samples; [ ] = another dose, or the depositor's remark. Unless noted, calls follow the shape of the dose curve; as a rule, active = well fitted curve in the direction sought with a large enough effect; inconclusive = small, poorly fitted or top-dose-only effect, or another doubt; inactive = no such curve, though single readings can be large; an effect the other way counts as inactive or inconclusive. A portion of the library. The share of hits here may be higher or lower than overall.

SMILES | GLP-1R agonist | KB-V1 cytotox | DRD3 agonist | GLP-1R inv ag | DRD3 antagonist | aSyn rescue | PTHR1 ag | TDP-43 yeast inh | GLP1R cytotox
CCc1cccc(NC(=O)Cn2c(=O)oc3cc(S(=O)(=O)N4CCOCC4)ccc32)c1 | -3% | 15% | 3 | -7% | -11 | 0% | -87%[inhibitor] | 23% | 1%
N[C@@H](Cc1c[nH]c2ccccc12)c1nnc(SCc2ccc(Cl)cc2)o1 | 2% | -11% | 11 | ? | 0 | 13% | 23% | 23% | 0%
O=C1NC(=O)C(CCc2ccncc2)(CCc2ccncc2)C(=O)N1CCc1ccc(F)cc1 | -2% | -30% | 0 | 11%[7.66 µM] | 15 | 0% | -10% | -24% | 11%[7.66 µM]
Oc1ccccc1/C=N/NP(=S)(c1ccccc1)c1ccccc1 | 7% | ? | -7 | ? | -17 | -3% | -8% | -17%[9.22 µM] | -5%
CN(C)C(=O)Oc1ccc(NC(=O)N2CCOCC2)cc1 | 0% | 0% | 3 | -3% | -7 | 3% | i | 7% | 7%
Cc1ccc(C(=O)N[C@@H](C)CN2C3=NC[C@@H](Cc4ccccc4)N3C[C@H]2Cc2ccc(O)cc2)cc1Br | -1% | 17% | -53 | ? | -70* | 0% | -12% | 20% | ?
CCOC(=O)C1SC2(C(F)(F)C(F)F)CC1(O)c1c(c(OC)c3occc3c1OC)O2 (configuration not stated) | 15% | ? | 5 | -10% | 35 | 2% | -30%[57.5 µM] | 6% | -14%
Cc1cccc(-n2c(O)c(C=Nc3ccccc3N)c(=O)[nH]c2=O)c1 | -10% | -5% | -108 | -21% | -114* | -1% | -5%[57.5 µM] | ? | -17%
CCCNC(=O)N1[C@H]2CC[C@@H]1C(C(=O)OC)=C(c1cccc(C#N)c1)C2 | 8% | 5% | 1 | -3% | 23 | 1% | -6% | -6% | 6%
Cc1cccnc1-n1c(-c2ccccc2)nc2ccccc2c1=O | -12% | 1% | 1 | 0% | 13 | 10% | i | 11% | -9%
Cc1ccc(NC(=O)c2cc(S(=O)(=O)N3CCOCC3)c(Cl)cc2Cl)cc1 | nt | ? | 12 | -25% | nt | nt | -46%[inhibitor] | 15% | -18%
Cc1ccc(-c2nc3ccccc3c(=O)n2-c2ccc(O)cc2)cc1 | -4% | 6% | 0 | ? | 24 | 12% | -21% | 3% | -9%
CN1C(=O)/C(=C/C=C/c2ccco2)C(=O)NC1=S | -3% | 7% | 4 | 9% | -21 | 4% | i | ? | -5%
CN(Cc1ccccc1)C(=O)CN1CCCC1=O | -5% | -27% | -8 | 11% | 2 | -5% | i | 0% | 3%
COc1ccc(NC(=O)c2c(Cl)n(C)c3ccccc23)cc1 | -1% | 5.8µM* | -2 | ? | ? | 6% | -17% | 0% | ?
COc1cc2c3c(c1OC)-c1cc(O)ccc1CC3NCC2 (configuration not stated) | -7% | -18% | 3 | 13% | ? | 0% | i | 15% | -28%
C=CCN1C(=O)NC(=O)/C(=C/c2ccc(OC)c(CSc3ccccn3)c2)C1=O | -7% | 3% | -6 | -19% | -10 | 11% | -11%[57.5 µM] | 17% | -20%
Cc1ccccc1-c1nc(CN2C(=O)CN=C(c3ccccc3)c3ccccc32)c(C)o1 | nt | nt | -15 | ? | nt | nt | -31%[inhibitor] | ? | -16%
O=C(c1ccco1)c1cn(Cc2ccccc2Cl)c2ccccc12 | 42% | 0% | 1 | 0% | -3 | 3% | i | ? | 2%
CC(=O)N1CCc2c(sc(NC(=O)C3CC3)c2-c2nc3ccccc3s2)C1 | 9% | -13% | -1 | ? | 11 | 2% | -3% | 15% | ?

Sorted by length of the SMILES (highest first): part of the list above.
SMILES | GLP-1R agonist | KB-V1 cytotox | DRD3 agonist | GLP-1R inv ag | DRD3 antagonist | aSyn rescue | PTHR1 ag | TDP-43 yeast inh | GLP1R cytotox
C=CCN1C(=O)NC(=O)/C(=C/c2ccc(OC)c(CSc3ccccn3)c2)C1=O | -7% | 3% | -6 | -19% | -10 | 11% | -11%[57.5 µM] | 17% | -20%
CC(=O)N1CCc2c(sc(NC(=O)C3CC3)c2-c2nc3ccccc3s2)C1 | 9% | -13% | -1 | ? | 11 | 2% | -3% | 15% | ?
O=C(c1ccco1)c1cn(Cc2ccccc2Cl)c2ccccc12 | 42% | 0% | 1 | 0% | -3 | 3% | i | ? | 2%

Going on with the list:
SMILES | GLP-1R agonist | KB-V1 cytotox | DRD3 agonist | GLP-1R inv ag | DRD3 antagonist | aSyn rescue | PTHR1 ag | TDP-43 yeast inh | GLP1R cytotox
CC(=O)c1ccc(Oc2nc(C)nc3c2oc2ccccc23)cc1 | nt | -11% | 15 | 7% | nt | nt | -40%[inhibitor] | 9% | -5%
COC(=O)C1=C(c2ccccc2OCc2ccccc2)C[C@@H]2CC[C@H]1N2C(=O)NCc1ccc(OC)cc1 | 11% | -16% | -5 | -9% | 0 | 0% | -19% | 35µM* | 4%
CCN1C[C@]2(COC)CC[C@H](O)[C@]34C1[C@](O)([C@@H](OC)[C@H]23)[C@@]1(O)C[C@H](OC)[C@H]2C[C@@H]4[C@@H]1[C@H]2OC | 23% | -1% | 17 | 1% | 10 | 13% | -18% | 25% | 1%
Cc1[nH]c2ccccc2c1C(c1ccccc1)c1cccs1 (configuration not stated) | -5% | ? | 1 | ? | nt | 5% | -5% | 25µM* | ?
CCOC(=O)[C@]12Cc3cc(OC)ccc3[C@H]1N(C1CCCCC1)C(=O)c1ccccc12 | -11% | 2.3µM* | -5 | 2.5µM* | -64* | -69%[inhibitor] | -6% | ? | 10µM*
Cc1cccc(N2C(=O)CSC23C(=O)N(CC(=O)Nc2cccc(Cl)c2)c2ccccc23)c1 (configuration not stated) | -2% | -16% | 32* | ? | nt | -3% | -78%[inhibitor] | 2% | -11%
O=C(C[N+]12CCC(CC1)C(O)C2)c1ccc(Br)cc1 (configuration not stated) | 2% | 21% | -5 | 0% | -8 | 0% | i | 1% | 0%
CCOP(=S)(OCC)SCC(=O)NC(C(=O)O)C(C)C (configuration not stated) | -10% | 3% | 7 | ? | 24 | 2% | i | 7% | ?
c1ccc2c(c1)CC1CNCc3cccc(c31)S2 (configuration not stated) | 2% | 0% | 3 | 3% | 57 | 7% | -24% | -4% | -11%
Cc1cc(C)cc(N2C(=O)/C(=C\c3ccc(N4CCN(C)CC4)o3)C(=O)NC2=S)c1 | 7% | ? | -6 | 33% | -9 | -10% | 0% | -18% | -7%
O=C(c1ccc(Cl)cc1)C1CCCN(Cc2ccc3nonc3c2)C1 (configuration not stated) | 8% | -8% | -12 | ? | -12 | ? | -27% | 12% | 14%
CCC(=NCC1CCCO1)c1c(O)[nH]c(=O)[nH]c1=O (configuration not stated) | 1% | 1% | 5 | 43%[activator] | 5 | -2% | i | 1% | -3%
CN1CCc2c(C#N)c(Cl)nc(Cl)c2C1 | -4% | ? | -2 | -9% | 0 | -1% | i | 1% | -8%
O=C(O)CSCC(=O)N(Cc1ccccc1)c1nc(-c2ccccc2)c(-c2ccccc2)s1 | -2% | 5% | -2 | ? | -12 | -16% | i | -7% | -3%
CC(C)(C)c1ccc(C(=O)C2CCCN(Cc3ccon3)C2)cc1 (configuration not stated) | -2% | -24% | 3 | ? | -11 | 4% | -31%[inhibitor] | 0% | 3%
C=CCn1c(O)c(C(C)=NC2CCN(Cc3ccccc3)CC2)c(=O)[nH]c1=O | -2% | ? | 5 | -3% | -16 | -15% | ? | -7% | 0%
OC(CC#CCN1CCCCCC1)(c1ccccc1)C1CCCC1 (configuration not stated) | 2% | -2% | -11 | ? | -10 | 0% | -33%[inhibitor] | 11% | 1%
CC(=O)n1cc(C=C2C(=O)NC(=O)NC2=O)c2ccccc21 | -2% | 3% | 4 | -6% | -5 | -11% | i | -4% | 0%
O=C1c2ccccc2-c2cc3ccccc3cc21 | 3% | ? | 5 | 6% | 6 | 4% | -11% | ? | 6%
C[C@H](CO)N1C[C@H](C)[C@H](CN(C)C(=O)Cc2ccncc2)Oc2ncc(Br)cc2C1=O | 6% | 19% | 8 | 10% | 17 | 2% | i | 4% | -5%
COc1ccc(C(O)(c2ccccc2)c2ccncc2)cc1 (configuration not stated) | 1% | ? | -2 | -24% | 33 | 0% | -2% | 0% | -27%
CCCCC(=O)N/N=C/c1c(O)n(Cc2ccc(F)cc2)c(=O)[nH]c1=O | 0% | 12% | -7 | 3% | -28 | 1% | -1% | -6% | 28%
O=C1C(=Cc2ccccc2)N2CCC1CC2 | 4% | -13% | -22 | ? | -10 | 7% | -16% | -12% | -10%
CN1C(=O)N(C)C(=O)C2(Sc3ccccc3C2=O)C1=O | -1% | -4% | 4 | 2% | -11 | 5% | -9%[57.5 µM] | 0% | 0%
CCOC(=O)N1CCN(c2ncc3c(n2)CC(c2ccccc2O)CC3=O)CC1 (configuration not stated) | -1% | 18µM* | 7 | -5% | nt | 5% | -31%[inhibitor] | 6% | 2%
O=C(NC(Oc1ccccc1)C(Cl)(Cl)Cl)c1ccccc1 (configuration not stated) | 0% | 2% | 0 | -5% | 6 | -4% | -3% | 8% | -15%
CS(=O)c1nc(-c2ccc(Br)cc2)cc(-c2ccccc2)c1C#N (configuration not stated) | 1% | ? | -3 | ? | -56* | 6% | -23%[57.5 µM] | ? | ?
CCCCN1C(=O)/C(=C/C=C/c2ccco2)C(=O)NC1=S | -1% | 1% | -6 | 5% | -14 | -16% | -4% | 3% | 7%
CC(C)N(CCC(C(N)=O)(c1ccccc1)c1ccccn1)C(C)C (configuration not stated) | 4%&0% | 16%&6% | 6&4&11 | 2%&9% | 0&2 | 2%&-9%&-7%&1% | -17% | 24%&0% | 4%&0%
N#Cc1ccccc1Cn1cc(C(=O)c2cccs2)c2ccccc21 | -11% | ? | 1 | ? | -10 | -5% | -4%[57.5 µM] | -10% | -16%
